NS5 inhibitors: Dengue-2 NS5 methyltransferase inhibitors, primary screen, biochemical, confirmation dose response (AID 588689); Dengue-2 NS5 methyltransferase capping enzyme assay, biochemical; higher % means a stronger effect; Genome polyprotein (Dengue virus type 2 (strain 16681-PDK53)); 340,000 compounds, 0.3% hits; inhibition, % at 25 µM, or IC50 in µM where a hit was titrated; in the data active means a potency from the dose series
K1F lysis inhibition: inhibition of K1F phage lysis, E. coli UTI89, bacterial capsule biogenesis inhibitors, alamar blue (AID 488966). E. coli UTI89 K1F phage lysis, alamar blue, 2 h; higher % means a stronger effect. inhibition, % at 100 µM, or IC50 in µM where a hit was titrated. 340,000 compounds, 0.02% hits;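 active means phage lysis inhibition, versus mean bacterial control, above a set limit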;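 further: capsule biogenesis inhibitors block K1F phage lysis so surviving cells raise fluorescence; higher fluorescence means more inhibition of phage lysis; actives were called in the ten point dose series up to 300 µM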
PhoP inhibition: inhibitors of PhoP regulon expression, primary screen, Salmonella Typhimurium, GFP reporter (AID 1863); S. Typhimurium PhoP-regulated promoter GFP reporter, 4 h; higher % means a stronger effect; inhibition, % at 50 µM; hits with a dose series show IC50 in µM; 300,000 compounds, 0.16% hits;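 active means inhibition over 29.93%, a cutoff 3 SD above the screen mean, later confirmed by dose response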;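 further: 0% = low Mg2+ inducing control and 100% = high Mg2+ repressing control; strong numbers were not always called active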
NTR1 ag: agonists of NTR1, primary screen, imaging, U2OS cells, beta-arrestin-GFP, high content (AID 493036). Neurotensin receptor type 1 (Homo sapiens), P30989. activation, % at 20 µM. 330,000 compounds, 0.17% hits. NTR1-U2OS beta-arrestin-GFP spot imaging, agonist mode;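 active means activation at or above 40% of the spot to cytoplasm intensity ratio, with at least 20 cells analyzed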;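 further: 0% = DMSO without peptide and 100% = 100 nM NTR1 peptide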
Target sequence (P30989 whole entry, looked up): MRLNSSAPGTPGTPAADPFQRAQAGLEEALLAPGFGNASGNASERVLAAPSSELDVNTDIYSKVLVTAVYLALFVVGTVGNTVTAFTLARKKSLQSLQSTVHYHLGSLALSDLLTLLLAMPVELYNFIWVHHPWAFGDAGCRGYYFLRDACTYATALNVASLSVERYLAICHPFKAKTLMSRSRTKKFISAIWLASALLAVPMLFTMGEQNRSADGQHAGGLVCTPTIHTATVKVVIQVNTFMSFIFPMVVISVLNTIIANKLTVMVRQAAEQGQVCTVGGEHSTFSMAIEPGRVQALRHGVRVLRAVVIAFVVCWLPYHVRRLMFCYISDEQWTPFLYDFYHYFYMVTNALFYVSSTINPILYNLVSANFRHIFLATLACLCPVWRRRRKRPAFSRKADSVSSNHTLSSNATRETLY
T cell modulator: modulators of CD8 T cell-vesicle binding, primary screen, mouse 2C CD8+ T cells, flow cytometry. 2C CD8+ T cell-vesicle binding; hits give low values. calls only at 7 µM. 330,000 compounds, 0.068% hits;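 active means response, share of CD8 T cells binding vesicles, and their 90th percentile fluorescence all below set limits, cut at about 80% in these data, passing the limit was not always enough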
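Assay system – 2C mouse CD8+ T cells · Also added – QL9-loaded Drosophila micro-vesicles · Timing – Cell–vesicle co-incubation 1.5 h at 37 °C, staining 20 min on ice · Signal – flow cytometry of vesicle-bound cells · Measure – percent CD8+ FL2 mean versus row control · Controls – Peptide-free naked vesicles (low) and QL9 vesicles with 0.7% DMSO vehicle (high)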
Rac1 GTP hydrolysis: MgcRacGAP GTPase-activating activity inhibitors, confirmation, biochemical, ADP Hunter fluorescence; 340,000 compounds, 0.6% hits; MgcRacGAP-stimulated Rac1 GTP hydrolysis, ADP Hunter fluorescence; higher % means a stronger effect; GST-tagged Rac1 F28L mutant substrate; one-dose inhibition, % at 30 µM; IC50 in µM for titrated hits; Rac GTPase-activating protein 1 (Homo sapiens);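 active means first-screen hits whose inhibition reached a set limit at any dose in the follow-up dose series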;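 further: fluorescence reports GDP produced by GAP-driven GTP hydrolysis; strong numbers were not always called active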
Large T inhibition: SV40 large T antigen inhibitors, biochemical (AID 1903); 310,000 compounds, 0.39% hits; SV40 large T antigen ATPase/helicase inhibition assay; higher % means a stronger effect; inhibition, % at 20 µM, or IC50 in µM where a hit was titrated; in the data active means a potency from the dose series; further: strong numbers were not always called active
RSV antiviral HEp-2: RSV antiviral activity via CPE protection, HEp-2 cells, primary 10 µM value included (AID 2391); 310,000 compounds, 0.13% hits; one-dose CPE inhibition, % at 10 µM; IC50 in µM for titrated hits; HEp-2 cells, RSV-induced CPE inhibition; higher % means a stronger effect; in the data active means a potency from the dose series; further: strong numbers were not always called active
West Nile virus CPE: West Nile virus antiviral activity, cell-based, CPE readout (AID 1621) | West Nile virus-infected cells, CPE inhibition; higher % means a stronger effect | one-dose CPE inhibition, % at 10 µM; IC50 in µM for titrated hits | 290,000 compounds, 0.02% hits; in the data active means a potency from the dose series; further: strong numbers were not always called active
T cell modulator vesicle-bound %: second read-out of T cell modulator, no call of its own (marks repeat the call); double positive events, %; measured here: CD8+ vesicle-bound cell fraction;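 binding gate set so that unloaded-vesicle control wells show 10% double positive cells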
NTR1 ag cell count 20 µM: further read-out of NTR1 ag, marked with its call; cell count; measured here: cell count, cytotoxicity flag
* hit, by the source's call; i = inactive; . = not tested or not shown; + = active, no number; [ ] = another dose, or the depositor's remark.

SMILES	NS5 inhibitors	K1F lysis inhibition	PhoP inhibition	NTR1 ag	NTR1 ag cell count 20 µM	T cell modulator	T cell modulator vesicle-bound %	Rac1 GTP hydrolysis	Large T inhibition	RSV antiviral HEp-2	West Nile virus CPE
Nc1c(Cl)cc(-c2csc(N3CCCC3c3nc4cc(Cl)c(Cl)cc4n3CCCO)n2)cc1Cl (centres undefined)	-1%	1.3%	7%	11	50	i	42	4%	21%	48%	-0.3%
O=c1c(Cl)c(N2CCN(c3ccccc3)CC2)cnn1C12CC3CC(CC(C3)C1)C2	1%	6.6%	8%	5.1	58	i	31	8%	21%	-0.1%	-1.0%
Cc1cccc(C(=O)NC2CCN(S(=O)(=O)c3ccccc3)CC2)c1	-3%	3.1%	2%	1.2	76	i	23	5%	2%	1.7%	0.0%
O=C(CN1c2cccc3cccc(c23)S1(=O)=O)Nc1ccc(S(=O)(=O)N2CCOCC2)cc1	1%	0.3%[50 µM]	14%	-2.1	61	i	37	7%	6%	3.3%	0.9%
O=C(c1ccccc1)c1ccc(C(=O)N2CCN(c3ccccc3)CC2)cc1	-8%	-0.4%[50 µM]	16%	1.2	61	i	42	3%	8%	1.0%	-0.4%
CC(=O)Nc1ccc(S(=O)(=O)N(C)CC(=O)OCC(=O)NC(C)C23CC4CC(CC(C4)C2)C3)cc1 (centres undefined)	1%	4.3%	10%	4.1	41	i	25	6%	11%	0.0%	0.4%
COc1ccc2ccccc2c1/C=N/NC(=O)c1cccc([N+](=O)[O-])c1	5%	0.1%	.	9.0	70	i	36	8%	3%	2.6%	-1.0%
CCOC(=O)[C@@H]1[C@H]2COc3ccc(Br)cc3[C@H]2N2C(=O)N(c3ccc(C)cc3)C(=O)[C@]12C	-5%	2.4%	5%	-3.9	58	i	31	0%	1%	2.1%	-1.7%
CCCN(CCC)CC(O)COc1ccc([N+](=O)[O-])cc1 (centres undefined)	-5%	-1.5%	16%	2.4	65	i	40	2%	11%	-0.1%	-0.2%
C/C=C(\C)C(=O)Nc1cccc(C2=NOC3(C2)C[C@H](C(N)=O)N(C(=O)c2cc([N+](=O)[O-])cc([N+](=O)[O-])c2)C3)c1 (some centres undefined)	-7%	-0.2%	-5%	1.7	59	i	19	8%	20%	3.2%	-0.2%
COc1cc(C2Nc3cccc4cccc(c34)N2)cc(OC)c1OC(C)=O	28%	0.3%	39%	0.4	51	i	56	27%	14%	0.4%	.
Cc1cccn2c(=O)c3cc(C(=O)NCCN4CCOCC4)c(=N)n(CCCN4CCOCC4)c3nc12	1%	-0.2%	1%	1.3	54	i	24	13%	0%	-0.3%	-0.1%
N#CCOc1nc(N2CCCCC2)nc(N2CCCCC2)n1	-5%	-0.1%	1%	3.8	82	i	43	6%	6%	4.2%	-0.5%
COc1ccc(OC)c(-n2c(SCC(=O)Nc3cccc(S(N)(=O)=O)c3)nc3ccccc3c2=O)c1	-2%	-1.1%[50 µM]	7%	2.3	54	i	54	11%	17%	0.1%	0.2%
COc1ccc(CC(=O)Nc2ccc(-c3ccc4nnc(C)n4n3)cc2)cc1OC	-12%	0.1%	0%	1.4	55	i	12	12%	14%	-1.4%	0.5%
COCCCNC(=S)N/N=C/c1cccc(OC)c1O	.	.	-4%	1.4	61	i	55	.	20%	0.8%	-0.8%
COC(=O)c1ccccc1NS(=O)(=O)c1ccc(Cl)nc1	0%	0.5%	-5%	-0.1	62	i	48	-4%	5%	0.0%	0.0%
N#Cc1c(-c2ccccc2)cc(-c2ccccc2)nc1SCC(=O)NCC(=O)O	-4%	-0.1%	-7%	1.4	71	i	24	3%	11%	-0.4%	0.1%
CCN(CC)c1ccc(C(=O)c2cnc(/N=C/N(C)C)s2)cc1	-5%	-0.1%	3%	-0.6	65	i	9	6%	9%	1.7%	-0.3%
O=C(c1cnn2c(C(F)F)cc(-c3ccccc3)nc12)N1CCc2ccccc2C1	-1%	0.2%	-3%	8.5	93	i	46	7%	5%	14%	-0.1%
O=S(=O)(NC1CCN(Cc2ccccc2)CC1)c1cccc2cccnc12	-1%	4.4%	13%	-0.4	54	i	39	4%	12%	-0.8%	-0.4%
N/C(=N\NS(=O)(=O)c1ccc(Cl)cc1)c1ccccn1	-8%	-0.7%	.	0.8	54	i	32	4%	19%	3.8%	.
COc1ccccc1C(=O)COC(=O)c1cnc(C)cn1	-5%	-0.1%[50 µM]	-9%	1.7	50	i	55	-3%	8%	-0.1%	.
CCOC(=O)c1cnc(SCC(=O)N2CCC(C(N)=O)CC2)nc1N	-7%	0.3%	.	-0.6	40	i	32	3%	.	1.3%	0.2%
COc1ccccc1NS(=O)(=O)c1ccc(NC(=O)CCNC(=O)c2ccco2)cc1	-3%	0.7%	7%	1.5	22	i	36	0%	-2%	1.2%	-0.4%
COc1nc(OC)nc(Oc2ccc([N+](=O)[O-])cc2Cl)n1	-4%	4.0%	-20%	-2.0	63	i	39	1%	8%	2.8%	1.6%
Cc1ccccc1CNCc1ccc2c(c1)OCO2	-4%	2.1%	.	0.7	88	.	.	25%	.	.	-0.2%
O=C(c1cccc(C(F)(F)F)c1)N(c1ccccn1)C1CCCCC1	3%	0.2%	0%	-0.1	36	i	66	1%	5%	0.3%	-1.1%
CC(=O)Nc1ccc(C2=NN(Cc3nnc(-c4ccccc4)o3)C(=O)SC2)cc1	-1%	-4.7%	-11%	2.1	51	i	37	-2%	5%	0.1%	-0.4%
Cc1cccc(C)c1NC(=O)C(NS(=O)(=O)c1cccs1)c1ccccc1 (centres undefined)	-4%	4.7%	-4%	0.4	62	i	42	4%	5%	1.4%	0.4%
O=C1COc2ccc(C(=O)COC(=O)c3ccc4ccccc4n3)cc2N1	-1%	0.1%	9%	0.4	44	i	28	8%	7%	-0.5%	0.3%
COc1ccc(OCc2cc(C(=O)NC3CCOC(C)(C)C3)no2)c2ccccc12 (centres undefined)	-7%	0.3%	2%	1.8	58	i	25	3%	-13%	0.8%	0.0%
O=C(CCc1nnc(Cc2ccc(-c3ccccc3)cc2)o1)N1CCCC1	-11%	0.6%	4%	1.5	59	i	34	5%	3%	-0.6%	-1.3%
Cc1ccc(C2=NN(C(=O)CCC(=O)O)C(c3cccc([N+](=O)[O-])c3)C2)cc1 (centres undefined)	3%	0.0%	-4%	-0.4	63	i	64	11%	4%	0.7%	-0.6%
CN1OC(c2ccccc2)=C(CO)C1c1ccccc1 (centres undefined)	2%	-1.4%	-2%	-0.9	65	i	34	-10%	7%	0.1%	-0.2%
COc1ccc(/C=N/Nc2cn[nH]c(=O)c2Cl)cc1	-2%	-0.1%	-5%	-0.4	85	i	44	15%	6%	-2.5%	-0.3%
CCOC(=O)c1cnc(-n2nc(C)cc2C)nc1NNc1nc(-c2ccccc2)cc(-c2ccccc2)n1	-4%	1.1%	-6%	6.2	72	i	60	3%	14%	6.2%	-0.8%
CCOc1cc(C)c(Cl)cc1S(=O)(=O)N1CCCC1	-9%	-0.8%[50 µM]	-3%	1.2	41	i	25	5%	13%	2.1%	0.2%
Cc1ccc(NC(=O)CCC(=O)NNC(=O)COc2ccc([N+](=O)[O-])cc2)cc1C	0%	0.2%	-1%	-0.7	59	i	14	6%	1%	1.5%	0.7%
CC1CCCCC1NC(=O)CN1CCC(O)(c2ccc(F)cc2)CC1 (centres undefined)	0%	1.3%[50 µM]	14%	0.1	55	i	27	7%	-12%	1.7%	-0.1%

The list goes on, starting with the last 2 of the part before.
SMILES	NS5 inhibitors	K1F lysis inhibition	PhoP inhibition	NTR1 ag	NTR1 ag cell count 20 µM	T cell modulator	T cell modulator vesicle-bound %	Rac1 GTP hydrolysis	Large T inhibition	RSV antiviral HEp-2	West Nile virus CPE
Cc1ccc(NC(=O)CCC(=O)NNC(=O)COc2ccc([N+](=O)[O-])cc2)cc1C	0%	0.2%	-1%	-0.7	59	i	14	6%	1%	1.5%	0.7%
CC1CCCCC1NC(=O)CN1CCC(O)(c2ccc(F)cc2)CC1 (centres undefined)	0%	1.3%[50 µM]	14%	0.1	55	i	27	7%	-12%	1.7%	-0.1%
CCN1CCc2c(OCC(=O)Nc3cccc(C)c3C)cccc2C1=O	.	.	-9%	3.1	43	+	5.4*	.	-4%	2.9%	-1.4%
CSc1c(CC(=O)NCCO)n(C)c2ccccc12	1%	-0.4%	6%	0.2	45	i	34	0%	-1%	0.9%	0.2%
COC(=O)c1ccc2c(=O)n(Cc3ccc4c(c3)OCO4)c(SCC(=O)N3CCCC3)nc2c1	.	-0.1%[50 µM]	-3%	14	46	i	40	.	18%	2.2%	0.0%
CCCCOP(=O)(c1ccc(N(C)C)cc1)C(Nc1ccccc1)c1ccccc1 (centres undefined)	2%	0.0%	28%	6.0	57	i	16	8%	6%	8.4%	-1.1%
O=C(Nc1nnc(-c2ccccc2F)s1)c1cccnc1	-4%	0.1%	3%	0.3	64	i	50	3%	12%	-0.3%	0.9%
COCC(=O)N1CCC(Oc2ccc(C(=O)NC(C)c3nc(C)sc3C)cc2)CC1 (centres undefined)	-1%	0.1%	-1%	-1.4	69	i	9	8%	-1%	-0.5%	0.1%
CCS(=O)(=O)N1CCN(c2ccc([N+](=O)[O-])c(NCC3CCCO3)c2)CC1 (centres undefined)	3%	-0.1%	-1%	3.9	53	i	51	10%	-3%	-1.4%	0.0%
Cc1n[nH]c(C)c1S(=O)(=O)N1CCCC(C(=O)N2CCN(c3ccc(Cl)cc3)CC2)C1 (centres undefined)	4%	2.0%	-4%	0.4	45	i	41	9%	4%	1.9%	-1.1%
CC(=O)Nc1ccc(/C(C)=N/Nc2nc(Nc3ccccc3)nc(N3CCOCC3)n2)cc1	-5%	0.1%	-7%	0.2	47	i	35	6%	7%	6.0%	-0.1%
N#Cc1ccc(C(=O)Nc2ccc3ccccc3c2)cc1	1%	-1.5%	-9%	0.2	47	i	17	1%	9%	9.7%	0.1%
CC1CN(C(=O)c2cc3cc(Cl)ccc3[nH]2)CC(C)O1 (centres undefined)	-1%	-0.5%[50 µM]	4%	-0.4	104	i	29	1%	9%	3.2%	-1.7%

Screens from PubChem.
